Screens deposited in PubChem by Broad Institute.
FN deposition inh – fibronectin deposition inhibition; inhibition, % at 12.6 µM; actives 0.086% (n = 350,000); AH1F fibroblasts, Alexa488-fibronectin deposition fluorescence, overnight;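 active = mean inhibition across replicates of 30% or more, regardless of how many single replicates reach that level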;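 also: positive control wells lacked labelled fibronectin entirely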
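Assay system: AH1F fibroblasts / Quantity: 10000 cells per well / Medium: DMEM plus 2% serum, read in PBS / Reagent: labelled fibronectin 24 nM / Dosing: single dose, pinned / Times: 1 h cell attachment, overnight exposure to compound and label / Signal: fluorescence, ex 485 nm, em 525 nm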
SIRT5 block – blocks human SIRT5 desuccinylation of peptide; Q9NXA8; Purified SirT5, succinyl-peptide AMC, trypsin-coupled fluorescence; inhibition, % at 15 µM; actives 1.1% (n = 330,000); AID 652115; in the data active = inhibition above about 15%
Target sequence (Q9NXA8 whole entry, looked up): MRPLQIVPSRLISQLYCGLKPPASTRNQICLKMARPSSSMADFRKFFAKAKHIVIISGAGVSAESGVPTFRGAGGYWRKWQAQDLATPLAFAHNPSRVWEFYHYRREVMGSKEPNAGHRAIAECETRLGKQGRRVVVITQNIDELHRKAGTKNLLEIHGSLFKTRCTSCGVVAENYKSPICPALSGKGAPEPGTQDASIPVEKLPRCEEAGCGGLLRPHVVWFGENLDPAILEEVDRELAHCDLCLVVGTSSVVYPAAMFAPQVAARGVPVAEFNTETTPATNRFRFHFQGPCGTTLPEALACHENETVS
CASP6 VEID inh – inhibitors of human caspase-6; actives 0.53% (n = 350,000); AID 686996; purified caspase-6, Z-VEID-R110 cleavage fluorescence; P55212; inhibition, % at 12.5 µM;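 active = mean inhibition across replicates at least about 35%, with every replicate also reaching that limit, limit read from the data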;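 also: 0% = median of neutral control wells and 100% = no fluorescence left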
Target sequence (P55212 24-179 limits assumed): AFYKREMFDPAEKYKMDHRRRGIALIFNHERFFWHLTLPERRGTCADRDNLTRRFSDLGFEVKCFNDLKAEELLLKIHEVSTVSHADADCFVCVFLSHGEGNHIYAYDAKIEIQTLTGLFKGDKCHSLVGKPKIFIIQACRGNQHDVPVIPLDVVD
Target sequence (P55212 194-293 limits assumed): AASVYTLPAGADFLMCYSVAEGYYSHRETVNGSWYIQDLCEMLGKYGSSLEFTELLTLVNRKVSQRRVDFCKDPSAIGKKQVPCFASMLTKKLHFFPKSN
S100A4 MyoIIA – inhibitors of human S100A4 binding to myosin IIA peptide | P26447 | S100A4/TAMRA-MyoIIA peptide fluorescence polarization | inhibition, % at 10.7 µM | AID 652163 | actives 0.14% (n = 360,000);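 active = mean inhibition of at least 70% across replicates, with every replicate also reaching that level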
Target sequence (P26447 whole entry, looked up): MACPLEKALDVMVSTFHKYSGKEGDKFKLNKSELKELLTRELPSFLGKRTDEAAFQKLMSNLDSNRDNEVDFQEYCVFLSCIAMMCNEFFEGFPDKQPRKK
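Test system: S100A4 monomer protein. Medium: HEPES buffer with Ca2+, pH 7.2. Reagent: fluorescent myosin IIA peptide, 5 nM. Compound dosing: single-point compound testing. Timing: 5 min between mix addition and reading. Benchmarks: DMSO neutral and TFP positive wells.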
C2C12 statin – suppressors of simvastatin-induced myotoxicity in C2C12 myotubes; ATP luminescence, 48 h; scaled: DMSO 0, geranylgeraniol control 100; rescue of ATP level, % at 7.49 µM; actives 0.78% (n = 330,000);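 active = mean ATP rescue above about 67%, or every replicate alone reaching that limit, limit read from the data, passing the limit was not always enough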;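 also: myotubes were challenged with 10 µM simvastatin during compound exposure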
esBAF inh – blocks esBAF chromatin remodeling in mouse ES cells | Bmi1-luciferase knock-in reporter, 24 h; 100% = twice the neutral-well signal | reporter increase, % at 12.5 µM | actives 2% (n = 350,000) | AID 602393; in the data active = activation above about 40%;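 also: 0% = median of the plate's neutral control wells and 100% = double that signal; a rise in the Bmi1 reporter signal indicates esBAF inhibition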
LGR2 inh – Drosophila LGR2 receptor signaling inhibition. inhibition, % at 9.99 µM. actives 0.35% (n = 380,000). HEK293 LGR2, CRE-luciferase, bursicon-stimulated, 4 h;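 active = drop in luminescence signal, shown as inhibition above about 50% in the replicate tests, limit read from the data, passing the limit was not always enough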;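 also: agonist challenge used bursicon conditioned medium at about half maximal strength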
* hit, by the source's call; x = no result given; & = joins results of further samples. The list is partial, so the mix of outcomes need not match the whole.

Every second line gives: FN deposition inh	SIRT5 block	CASP6 VEID inh	S100A4 MyoIIA	C2C12 statin	esBAF inh	LGR2 inh
Cc1cccc(C)c1NC(=O)CN(C)C(=O)c1ccccc1SCC(=O)N1CCCC1
    -6	16*	-184	-5	1	0	-9
COc1ccc2nc(C)cc(N3CCN(S(=O)(=O)c4ccccc4F)CC3)c2c1
    3	-4	4	-3	-14	3	2
CC1CCCC(NC(=O)COC(=O)Cc2ccc(Br)cc2)C1C (stereo not drawn)
    6	-3	4	0	x	x	17
CC(C)(C)OC(=O)[C@H](Cc1ccccc1)NC(=O)c1[nH]cnc1C(=O)N[C@@H](Cc1ccccc1)C(=O)OCc1ccccc1
    5	8	1	-3	x	x	17
Clc1ccc2c(c1)c1ccccc1n2CN1CCOCC1
    x	9	0	-4	-10	4	-11
Cc1cnc(=O)[nH]c1SCc1ccc(C(F)(F)F)cc1
    -4	-1	-31	-3	-24	-8	4
CC(=O)Nc1ccc(C(=O)N2CCCCC2c2cc(C(=O)Nc3ccccc3)no2)cc1 (stereo not drawn)
    15	x	0	3	-9	9	-7
O=C(Nc1ccccn1)C1CCN(S(=O)(=O)c2ccc(Cl)cc2)CC1
    -10	-2	2	-1	-9	14	-14
CCCn1cc(CN2CCCC(C(=O)c3ccc4c(c3)OCO4)C2)c(C)n1 (stereo not drawn)
    -5	-5	-2	-7	11	-9	-13
O=C(c1cc(S(=O)(=O)N2CCCC2)c(Cl)cc1Cl)N1CCCC1
    3	-4	-1	-12	-9	3	11
C[C@H]1CN([C@@H](C)CO)C(=O)CCCn2nncc2CO[C@@H]1CN(C)Cc1ccc2c(c1)OCO2
    0&-10	3&-3	-4&0	-1&14	-6&-16	1&-2	-9&17
CN(CC(=O)Nc1cccc(F)c1)CC(=O)Nc1cccc(S(=O)(=O)N2CCCCCC2)c1
    9	1	3	0	x	x	-6
CC(=O)Nc1ccc(S(=O)(=O)NCC2CCN(C(=O)C(=O)c3cc4ccccc4o3)CC2)cc1
    -1	x	-5	7	x	x	4
CCC(=O)N1[C@H](CO)[C@H](c2ccccc2)[C@@H]1CN(CC1CC1)S(C)(=O)=O
    x	-2	2	15	x	x	6
O=C(Cc1ccccn1)N[C@H]1CC[C@H](CCn2cc(-c3cccnc3)nn2)O[C@@H]1CO
    x	0	-3	-12	-1	2	-16
CCOc1ccc(NC(=O)C(C)NS(=O)(=O)c2ccc(NC(C)=O)cc2)cc1 (stereo not drawn)
    x	-5	-1	1	x	x	34
CCOC(=O)C1C(=O)CC(C)(O)C(C(=O)OCC)C1c1ccc(C)s1 (stereo not drawn)
    8	x	x	x	-5	4	x
C[C@H]1CN([C@@H](C)CO)S(=O)(=O)c2ccc(Br)cc2O[C@H]1CN(C)C(=O)C1CCC1
    10	-3&-9	3&-2	4&-5	12&-1&21	-5&-8	-21&2
Cc1ccc(S(=O)CCNC(=O)Cc2ccc(Cl)cc2)cc1 (stereo not drawn)
    2	6	0	3	1	-5	-8
CCC(=O)NC(=S)Nc1ccc(NC(=O)c2cccnc2)cc1
    -3	-1	1	0	10	-10	-7
O=C(CNc1cccc(S(=O)(=O)N2CCOCC2)c1)Nc1ccccc1F
    -2	1	1	-9	10	12	3
CCN(C(=S)NCc1ccccc1)c1cccc2ccccc12
    3	6	-2	-9	3	7	10
O=S(=O)(c1ccc(F)cc1)n1ccc(-c2cccc(OCc3c(F)cccc3Cl)c2)n1
    2	x	x	x	4	-17	x
C[C@H](CO)N1C[C@H](C)[C@@H](CN(C)C(=O)c2cccc(F)c2)Oc2ncc(-c3ccncc3)cc2C1=O
    x	-3	2	7	2	-1	20
CCCc1nc(SCC(=O)N2CCc3ccccc3C2)c2ccccc2n1
    x	-1	2	-20	-17	4	2
Cc1c(CCO)sc[n+]1CC(=O)OC12CC3CC(CC(C3)C1)C2
    -1	-13	-2	-2	-9	-8	x
C[C@H]1CCCCO[C@H](CN(C)C(=O)C2CCCCC2)[C@@H](C)CN([C@@H](C)CO)C(=O)c2cc(NS(=O)(=O)c3ccc(F)cc3)ccc2O1
    -5	6	-2	10	x	2	4
CCCC[C@@H]1CC2=C(C(=O)OC(C)(C)O2)[C@@H](c2ccc(Cl)cc2)O1
    -13	-3	0	1	x	x	-6
CS(=O)(=O)N(CC(=O)NC1CCCC1)c1cccc(F)c1
    4	x	x	x	11	-6	x
C[C@@H]1CN([C@@H](C)CO)S(=O)(=O)c2ccc(-c3cccc(C#N)c3)cc2O[C@@H]1CN(C)C(=O)Nc1ccccc1F
    x	-2	2	-22	-57	-6	-27

By substructure, the entries above with bromine.
Every second line gives: FN deposition inh	SIRT5 block	CASP6 VEID inh	S100A4 MyoIIA	C2C12 statin	esBAF inh	LGR2 inh
CC1CCCC(NC(=O)COC(=O)Cc2ccc(Br)cc2)C1C (stereo not drawn)
    6	-3	4	0	x	x	17
C[C@H]1CN([C@@H](C)CO)S(=O)(=O)c2ccc(Br)cc2O[C@H]1CN(C)C(=O)C1CCC1
    10	-3&-9	3&-2	4&-5	12&-1&21	-5&-8	-21&2

(listing goes on)
Every second line gives: FN deposition inh	SIRT5 block	CASP6 VEID inh	S100A4 MyoIIA	C2C12 statin	esBAF inh	LGR2 inh
C[C@H](CO)N1C[C@H](C)[C@H](CN(C)Cc2ccc(Cl)c(Cl)c2)Oc2ccc(N(C)C)cc2C1=O
    -18	0	-2	3	-45	-9	-1
C=CCN1C(=O)[C@@]2(O[C@@H](CCn3cc([C@H](O)c4ccccc4)nn3)[C@H]([Si](C)(C)c3ccc(OC)cc3)[C@H]2C)c2cc(N3CCOC3=O)ccc21
    x	12	1	-2	x	x	x
C/C(Cc1ccccc1)=N\NC(=O)c1ccccn1
    8	-2	-1	-2	-4	13	3
O=C1Nc2cc(C(=O)NCCCN3CCCC3)ccc2S/C1=C/c1cccc(Cl)c1
    10	-1	-102	-104	7	-14	6
C[C@@H]1CN([C@@H](C)CO)C(=O)c2cc(N(C)C)ccc2O[C@@H]1CN(C)Cc1ccc(Oc2ccccc2)cc1
    13	x	x	x	-31	-5	29
C[C@H](CO)N1C[C@H](C)[C@H](CN(C)C(=O)C2CC2)Oc2cc(C#Cc3ccncc3)ccc2S1(=O)=O
    x	1	-1	-12	39	x	6
Cc1ccc(NC(=O)CN2CCOCC2)cc1
    -6	-2	2	-2	-9	3	9
CCCCOc1ccc(C(=O)NCC(=O)N(C)Cc2nc3ccccc3c(=O)[nH]2)cc1
    0	-2	-1	-2	10	7	4
O=C(O)C1CCN(C(=O)c2ccco2)CC1
    8	-1	-1	-7	0	11	-3
Cc1ccc(OC(=O)c2cccc(S(=O)(=O)N3CCN(C)CC3)c2)c(Br)c1
    -4	-4	-4	-1	9	-1	-1
CCc1ccc2nc(N=C(N)N)nc(C)c2c1
    -7	-3	1	-6	x	x	9
COc1cc(CNc2ccc3[nH]c(=O)[nH]c3c2)cc(Br)c1OCc1ccccc1F
    -4	-3	-2	-2	23	-11	10
CCOC(=O)c1ccc(NC(=O)Cn2ccc([N+](=O)[O-])n2)cc1
    3	-6	3	-3	-3	4	-22
COc1ccc(N2CC(NC(=O)NC(C)(C)C)CC2=O)cc1 (stereo not drawn)
    3	2	-1	5	x	x	13
CCn1c(SCC(=O)Nc2nc3ccc(OC)cc3s2)nnc1-c1ccoc1C
    2	-4	1	0	x	30	x
COc1c(F)c(F)c(C(=O)Nc2ccc(N3CCN(C(C)=O)CC3)c(Cl)c2)c(F)c1F
    -5	x	x	x	-16	-5	-9
CNC[C@H]1OCCCC[C@H](C)Oc2ccc(NC(=O)CCC(F)(F)F)cc2C(=O)N([C@@H](C)CO)C[C@@H]1C
    x	x	x	x	-31	1	-8
O=C(/C=C/CCc1ccc2c(c1)OCO2)N1CCCCC1
    x	3	-5	0	1	12	-10
CCCCNC(=O)COC(=O)c1cc(C)oc1C
    -1	1	-1	-1	x	x	-6
O=C(O)c1cccc(CN2C(=O)S/C(=C/c3ccccc3[N+](=O)[O-])C2=O)c1
    -3	1	21	1	x	x	17
Cc1ccc(C(=O)N(Cc2ccco2)c2c(N)n(Cc3ccccc3)c(=O)[nH]c2=O)cc1
    4	x	2	1	-7	-2	3
COc1ccc2c(c1)c(CC(=O)Nc1ccc(C(C)=O)cc1)c(C)n2C(=O)c1ccc(Cl)cc1
    -3	1	0	-3	x	x	x
CCC1NC(=O)c2cccnc2-n2c1nc1cc(F)ccc1c2=O (stereo not drawn)
    -6	-4	1	8	5	-9	8
Cc1ccc(S(=O)(=O)N2C[C@@H]3c4ccccc4N(S(=O)(=O)c4ccc(C)cc4)[C@@H]3[C@@H](C)C2CC(=O)c2ccccc2)cc1 (stereo partly drawn)
    -10	1	-1	1	13	0	8
COc1ccccc1N(CC(=O)NCCSCc1ccccc1)S(=O)(=O)c1ccccc1
    -6	x	-1	-4	1	-5	4
CCNc1nc(Oc2ccc(C#N)cc2)cc(C(F)(F)F)n1
    0	-2	0	-6	x	x	-10
Cc1noc(C)c1S(=O)(=O)Nc1ccc2c(c1)C(=O)N([C@H](C)CO)C[C@@H](C)[C@H](CN(C)Cc1ccc(C(=O)Nc3ccccc3N)cc1)O2
    -7	-4	-2	-12	-9	-9	-15
COc1ccc(N2C(=O)C(CC(=O)Nc3ccccc3)N(Cc3ccc4c(c3)OCO4)C2=O)cc1 (stereo not drawn)
    x	-5	2	8	-7	-3	17
C[C@@H]1CN([C@@H](C)CO)C(=O)c2cc(-c3cccnc3)cnc2O[C@H]1CN(C)C(=O)Nc1ccc(C(F)(F)F)cc1
    11	-1	-2	2	-12	-3	1
CC1(C)CC(=O)C(CS(=O)(=O)c2ccccc2)=C(O)C1
    3	0	0	-2	-4	-8	28

The last 4 records of the section above are carried over, then new ones follow:
Every second line gives: FN deposition inh	SIRT5 block	CASP6 VEID inh	S100A4 MyoIIA	C2C12 statin	esBAF inh	LGR2 inh
Cc1noc(C)c1S(=O)(=O)Nc1ccc2c(c1)C(=O)N([C@H](C)CO)C[C@@H](C)[C@H](CN(C)Cc1ccc(C(=O)Nc3ccccc3N)cc1)O2
    -7	-4	-2	-12	-9	-9	-15
COc1ccc(N2C(=O)C(CC(=O)Nc3ccccc3)N(Cc3ccc4c(c3)OCO4)C2=O)cc1 (stereo not drawn)
    x	-5	2	8	-7	-3	17
C[C@@H]1CN([C@@H](C)CO)C(=O)c2cc(-c3cccnc3)cnc2O[C@H]1CN(C)C(=O)Nc1ccc(C(F)(F)F)cc1
    11	-1	-2	2	-12	-3	1
CC1(C)CC(=O)C(CS(=O)(=O)c2ccccc2)=C(O)C1
    3	0	0	-2	-4	-8	28
Cc1c(NC(=O)C(C)N2C(=O)C3CCCCC3C2=O)c(=O)n(-c2ccccc2)n1C (stereo not drawn)
    0	-3	2	-2	x	x	0
C[C@H](CO)N1C[C@H](C)[C@@H](CN(C)C(=O)c2cccnc2)Oc2ncc(/C=C/c3ccccc3)cc2C1=O
    x	-12	-2	14	14	2	-10
COc1ccc(-c2cc(=O)oc3cc(OCC(=O)Nc4ccccn4)ccc23)cc1
    -2	-2	0	2	-14	8	-3
CCN(CCn1cccn1)C(=O)c1ccc(OC2CCN(C(=O)CCOC)CC2)cc1
    -1	3	-4	-1	6	-8	1
